Cycloheximide cs – Cycloheximide Counterscreen for Small Molecule Inhibitors of Shiga Toxin; cell reporter, cycloheximide protein synthesis inhibition counterscreen; max response, %; actives 12% (n = 300,000); AID 2314, 2010; in the data active = max response mostly above about 13%, no sharp cut-off; inactive = mostly below about 14%; also: read at 38.3 µM for the half of the compounds with a filed dose; 0% is about no effect
Pf growth 48h – Primary qHTS for delayed death inhibitors of the malarial parasite plastid, 48 hour incubation; actives 5.9% (n = 310,000); P. falciparum luciferase growth in erythrocytes, 48 h; Potency, µM (top dose mostly 28.7 µM), without a hit: at the top dose activity change, negative = inhibition, hits mostly inhibitors; AID 504832, 2011; also: potency is read from the fitted curve at half-maximal effect; % is scaled to controls: 0 for no effect and ±100 for the full control effect
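Growth was read as firefly luciferase luminescence after a 48 h, 37 C, 5% CO2 exposure of compounds to reporter-bearing P. falciparum cultures (0.1% parasitemia, 2% hematocrit final) in Albumax-supplemented RPMI 1640.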
Pf growth 96h – Primary qHTS for delayed death inhibitors of the malarial parasite plastid, 96 hour incubation | actives 6.9% (n = 320,000) | Potency, µM (doses to about 28.7 µM), for inactives: at the top dose activity change, negative = inhibition, usual class: inhibitors | P. falciparum luciferase reporter growth, 96 h | AID 504834, 2011; also: potency is read from the fitted curve at half-maximal effect; % is scaled to controls: 0 for no effect and ±100 for the full control effect
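Plates of compound plus infected erythrocytes (2% hematocrit, 0.05% parasitemia final) incubate 96 hours, 37 C, 5% CO2. Detection reagent added; reduced luminescence from the parasites' luciferase reporter flags inhibition.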
Tb PYK inh – qHTS of Trypanosoma Brucei Inhibitors. pyruvate kinase (Trypanosoma brucei), Q57TT1. TbPYK enzyme, Kinase-Glo Plus ATP luminescence, 45 min. Potency, µM (top dose mostly 76.8 µM), for the others: at the highest dose activity, negative = inhibition, hits mostly inhibitors. actives 0.12% (n = 410,000); also: potency is read from the fitted curve at half-maximal effect; % is scaled to controls: 0 for no effect and ±100 for the full control effect; nearly all actives have a fitted effect of over 50% in size
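Enzyme and substrate buffer are dispensed first and compound is pin-transferred. ADP at 130 uM final then starts the reaction, which runs 45 min at room temperature. Detection reagent is added for 10 min before luminescence is imaged.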
AMA1-RON2 inh – qHTS for Inhibitors of AMA1-RON; Towards Development of Antimalarial Drug Lead: Primary Screen; Plasmodium falciparum AMA1 (3D7) - RON2 peptide interaction; AlphaScreen AMA1-biotinylated RON2 peptide binding; Potency, µM (highest dose often 58.2 µM), inactives show at the highest dose activity change, negative = inhibition, hits mostly inhibitors; actives 0.2% (n = 360,000); AID 720542, 2013;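 also: potency is read from the fitted curve at half-maximal effect; 0% = vehicle wells and -100% = peptide control; nearly all actives have a fitted effect of over 45% in size; some results filed as inactive show a strong effect at the top dose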
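AMA1 (3D7) with his tag at 25 nM final met compounds first, then biotinylated RON2 peptide at 25 nM; detection used donor plus acceptor beads, 10 µg/mL apiece, read by AlphaScreen after 30 min at room temperature.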
Shiga inhibitor – A qHTS for Small Molecule Inhibitors of Shiga Toxin; Vero cells, Shiga toxin protein synthesis inhibition reporter; inhibition, % at 38.7 µM; actives 9.2% (n = 290,000); AID 2315, 2010; in the data active = inhibition mostly above about 28%, no sharp cut-off; inactive = mostly below about 43%; also: 0% is about no effect
LmPK inh – qHTS Assay for Inhibitors of Leishmania Mexicana Pyruvate Kinase (LmPK) | Q27686 | actives 0.37% (n = 290,000) | Potency, µM (doses to about 57.5 µM), for inactives: top-dose activity change, negative = inhibition, hits mostly inhibitors | purified LmPK, Kinase-Glo ATP luminescence, 1 h | AID 1721, 2009; also: potency is read from the fitted curve at half-maximal effect; % is scaled to controls: 0 for no effect and ±100 for the full control effect
Target sequence (Q27686 whole entry, looked up): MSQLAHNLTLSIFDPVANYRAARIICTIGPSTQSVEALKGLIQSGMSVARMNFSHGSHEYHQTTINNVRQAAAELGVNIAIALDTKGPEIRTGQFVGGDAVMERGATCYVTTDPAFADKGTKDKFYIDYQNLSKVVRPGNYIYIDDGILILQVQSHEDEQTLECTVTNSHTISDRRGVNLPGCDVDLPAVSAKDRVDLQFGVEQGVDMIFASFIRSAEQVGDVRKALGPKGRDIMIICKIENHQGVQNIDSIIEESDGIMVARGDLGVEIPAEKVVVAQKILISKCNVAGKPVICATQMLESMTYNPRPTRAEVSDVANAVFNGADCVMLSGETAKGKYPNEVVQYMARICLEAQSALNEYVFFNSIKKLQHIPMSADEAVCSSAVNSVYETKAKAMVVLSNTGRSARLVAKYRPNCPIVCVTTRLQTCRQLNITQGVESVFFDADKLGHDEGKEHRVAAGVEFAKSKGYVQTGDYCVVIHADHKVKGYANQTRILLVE
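In 50 mM imidazole pH 7.2 with 7 mM MgCl2, LmPK (0.1 nM) turned over PEP (0.5 mM) and ADP (0.1 mM) for 1 h at room temperature. Luciferase read-out of ATP.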
* hit, by the source's call; ? = inconclusive; . = not tested or not shown; [ ] = dose if it differs, or a comment. Unless noted, calls follow the shape of the dose curve; as a rule, active = well fitted curve in the direction sought with a large enough effect; inconclusive = small, poorly fitted or top-dose-only effect, or another doubt; inactive = no such curve, though single readings can be large; an effect the other way counts as inactive or inconclusive.

Structure | Pf growth 48h | AMA1-RON2 inh | LmPK inh | Cycloheximide cs | Tb PYK inh | Shiga inhibitor | Pf growth 96h
CCOC(=O)c1cc(-c2ccccc2)sc1NC(=O)C(C)N1C(=O)c2ccccc2C1=O (centres undefined) | -9% | 5% | -3% | -4 | 0% | -7 | -28%
Cc1ccc(OCCN2C(=O)CSC2=O)cc1 | 5% | 1% | -6% | 22* | -10% | 20 | 4%
Cc1nc(N2CCN(Cc3ccccc3)CC2)nc2c1C(=O)CCC2 | ? | 0% | 0% | 1 | 0% | 9 | -4%
CN(C1CCCCC1)S(=O)(=O)c1cc2c(cc1Cl)NC(=O)CO2 | 9% | -1% | -12% | -4 | 3% | -9 | ?
Cc1ccccc1OCCn1c(=S)[nH]c2c(N)ncnc21 | . | 76%[activator] | -28% | -2 | -14% | 1 | 10%
COc1ccccc1NC(=O)CN1CCN(CC(=O)Nc2ccc(C)c(F)c2)CC1 | ? | 4% | 0% | -1 | -1% | -9 | ?
CCN1C(=O)/C(=C/c2c(C)nn(C)c2C)SC1=S | 3% | -8% | 6% | 6 | -13% | -3 | 17%
O=C(c1cc(COc2ccc(F)cc2Cl)on1)N1CC[C@@H]2CCCC[C@H]2C1 | 8% | -3% | -2% | 15 | 0% | -2 | 82%[activator]
CSc1ncccc1C(=O)OCC(=O)NCc1ccccc1 | -18% | 6% | . | . | 5% | . | ?
O=C1OCCN1C(=O)[C@H]1[C@H](c2ccccc2)C(c2ccccc2)=NN1c1ccc(Br)cc1 | . | 50%[activator] | . | 7 | 2% | -7 | .
CCc1nnc(NC(=O)CSc2nc3cc(OC)ccc3cc2C)s1 | 11% | 2% | 7% | -6 | -9% | -4 | 21%
CC(C)CCN1CCN(Cc2cnc(N3CCCC3)s2)CC1CCO (centres undefined) | -6% | -6% | -4% | -1 | -4% | -4 | ?
O=C(N/N=C/c1ccccn1)c1ccc2nc[nH]c2c1 | 39%[activator] | 89%[activator] | 0% | -2 | -3% | -5 | 45%[activator]
CC(=O)c1cn(C)c(=O)[nH]c1=O | 14% | -19% | -4% | 6 | 5% | -4 | 13%
CCOC(=O)CNC(=O)CSc1nnc(NC(=O)c2ccc(C)cc2)s1 | 156%[activator] | 0% | 2%[11.5 µM] | -5 | 14% | -13 | 235%[activator]
COc1cccc(NC(=O)CN(C)C(=O)c2cc(-c3ccccc3)nc3ccccc23)c1 | ? | -3% | . | . | 1% | . | ?
CC(C)Oc1cccc(C(=O)C2CCCN(C(=O)c3ccc4c(c3)OCO4)C2)c1 (centres undefined) | 11% | -13% | 4% | 2 | -13% | -2 | -13%
Clc1cccc(CN2CCN(c3nc4nonc4nc3NC3CC3)CC2)c1 | ? | -5% | 9% | 1 | 1% | -10 | 43%[activator]
COC(=O)C(NC(=O)c1ccco1)(Nc1cc(C)ccn1)C(F)(F)F (centres undefined) | -23% | -6% | 4% | -3 | -13% | -4 | -14%
C=CCOc1ccc(C(=O)N(Cc2ccc(N(C)C)cc2)C2CCS(=O)(=O)C2)cc1 (centres undefined) | ? | -11% | -3% | 5 | 0% | -8 | 14%
Cc1cccc(C(=O)NCC(=O)N2CCCCCCC2)c1 | 85%[activator] | -1% | . | . | -11% | . | 73%[activator]
CCOc1ccc2nc(NS(=O)(=O)c3cccs3)sc2c1 | 26% | 1% | -7% | -3 | 0% | . | 63%[activator]
CCN(CC)S(=O)(=O)c1ccc(C(=O)Nc2nnc(NC(=S)Nc3ccccc3)s2)cc1 | ? | 83%[activator] | 0% | 2 | -7% | 20 | ?
CC(C)(C)c1cc[n+](-c2[nH]c(=O)sc2/C=N/NC(=O)c2ccccc2[O-])cc1 | 21% | 17% | 4% | -3 | -5% | -7 | 42%[activator]
CN(C)CCCN1C(=O)C(=O)/C(=C(/O)c2ccc3c(c2)OCCO3)C1c1ccco1 (centres undefined) | 15% | . | -3% | 1 | . | -3 | ?
O=C(N/N=C/c1cccc(O)c1)c1cc(-c2ccc3c(c2)OCO3)n[nH]1 | 15% | 19% | -1% | 10* | -3% | 12 | -16%
CCOC(=O)CNC(=S)SC | ? | 22% | 5% | 10 | -1% | 1 | 16%
O=C(O)CCn1c(O)c(C=C2N=c3ccccc3=N2)sc1=S | ? | 65%[activator] | -13% | -2 | 5% | -2 | 4.7µM*
O=C(c1ccc(COc2c(F)c(F)cc(F)c2F)o1)N1CCN(c2ccccc2)CC1 | ? | -2% | 1% | 5 | -1% | -4 | -11%
OCCc1c[nH]c2ccccc12 | 27% | -6% | -10% | 0 | -7% | -1 | 51%[activator]

Part of the list above in order of heavy-atom count, low to high:
Structure | Pf growth 48h | AMA1-RON2 inh | LmPK inh | Cycloheximide cs | Tb PYK inh | Shiga inhibitor | Pf growth 96h
OCCc1c[nH]c2ccccc12 | 27% | -6% | -10% | 0 | -7% | -1 | 51%[activator]
Cc1cccc(C(=O)NCC(=O)N2CCCCCCC2)c1 | 85%[activator] | -1% | . | . | -11% | . | 73%[activator]
CSc1ncccc1C(=O)OCC(=O)NCc1ccccc1 | -18% | 6% | . | . | 5% | . | ?
CC(C)CCN1CCN(Cc2cnc(N3CCCC3)s2)CC1CCO (centres undefined) | -6% | -6% | -4% | -1 | -4% | -4 | ?
O=C(N/N=C/c1cccc(O)c1)c1cc(-c2ccc3c(c2)OCO3)n[nH]1 | 15% | 19% | -1% | 10* | -3% | 12 | -16%
CC(C)Oc1cccc(C(=O)C2CCCN(C(=O)c3ccc4c(c3)OCO4)C2)c1 (centres undefined) | 11% | -13% | 4% | 2 | -13% | -2 | -13%
C=CCOc1ccc(C(=O)N(Cc2ccc(N(C)C)cc2)C2CCS(=O)(=O)C2)cc1 (centres undefined) | ? | -11% | -3% | 5 | 0% | -8 | 14%

(next part)
Structure | Pf growth 48h | AMA1-RON2 inh | LmPK inh | Cycloheximide cs | Tb PYK inh | Shiga inhibitor | Pf growth 96h
CCc1ccc(NC(=S)N2CCN(S(=O)(=O)c3ccccc3)CC2)cc1 | 13% | 0% | 0% | 1 | -7% | 16 | 59%[activator]
Cc1ccc(C(=O)NCCN2CCN(C(=O)c3ccc(C)c(C)c3)CC2)cc1C | -22% | -11% | -2% | -2 | -1% | 28 | -23%
CCCCn1c(N)c(N(CCC(C)C)C(=O)COC(=O)c2sccc2C)c(=O)[nH]c1=O | ? | 3% | . | . | 7% | . | ?
Oc1ccc(C[C@@H]2CNCCN2CCc2cccc(F)c2)cc1 | ? | 0% | . | . | -2% | . | 43%[activator]
NC(=O)c1ccccc1NS(=O)(=O)Cc1ccccc1 | . | 5% | 9% | -1 | -5% | 0 | .
CCCc1nc2ccccc2c(C(=O)O)c1CC | 39%[activator] | -5% | 5% | -2 | 1% | -13 | 182%[activator]
CS(=O)(=O)Nc1ccccc1C(=O)N1CCOCC1 | 2% | -2% | 3% | -3 | -4% | -8 | 19%
Cc1cccc(CN2CCCN(Cc3ccc(Cl)cc3)S2(=O)=O)c1 | 37%[activator] | 8% | 1% | -5 | -6% | 2 | 1%
O=C(COC(=O)C12CC3CC(CC(O)(C3)C1)C2)NC(=O)NCc1ccco1 | 1% | 3% | -6% | -2 | -4% | 49 | ?
CCc1c(C)nc2[nH]nc(-c3ccccc3)n2c1=O | 37%[activator] | 9% | -9% | 15* | -7% | 16 | 17%
O=C(c1ccc(-n2cnnn2)cc1)N(C1CCCCC1)C1CCCCC1 | ? | -6% | 8% | 0 | 3% | -10 | -15%
Cc1c(S(=O)(=O)NCCc2ccccc2)c(=O)n(C)c(=O)n1C | 47%[activator] | -9% | 0% | -3 | 1% | -2 | 20%
OCCCCO | 31%[activator] | 0% | . | . | 3% | . | ?
CCOC(=O)c1c(-c2ccc(OC)cc2)oc2ccc(O)cc12 | ? | 9% | 2% | -2 | 5% | 6 | 17%
COc1cc(C2SCC(=O)N2Cc2ccccc2)ccc1O (centres undefined) | 2% | -6% | -5% | 8 | -4% | -5 | 9.3µM*
COc1ccc(Nc2ncc(C(=O)N3CCC(C(N)=O)CC3)c3ccccc23)cc1 | 15% | 2% | -1% | -3 | ? | -11 | -1%
COc1ccc(C(=O)O/N=C(\C)c2nccs2)cc1 | 29% | 10% | 7.9µM* | 26* | ? | 30 | -68%
CCOC(=O)c1sc(=NC(=O)c2ccc(S(=O)(=O)N(C)c3ccccc3)cc2)n(C)c1C | 6% | -22% | -1% | 13 | 3% | -21 | ?
CC(C)C[C@@H](CN=[N+]=[N-])N1CCN(Cc2ccccc2)CCC1=O | 22% | -2% | 1% | -1 | -8% | -2 | ?
Cn1cccc1CC(=O)NNC(=S)Nc1ccc(F)cc1 | 16% | 11% | 0% | 7 | -18% | 11 | 35%[activator]
COc1ccc(C(=O)NCCc2nnc3ccc(SCC(=O)NCc4ccccc4)nn23)cc1 | 32%[activator] | 0% | -9% | 20 | -2% | 5 | -5%
Cc1ccc(NC(=S)NN(C)c2cc(C)nc(C)n2)cc1 | 16% | 25% | -2% | -5 | 0% | -3 | 0%
COCCN(C(=S)Nc1cccc(OC)c1)C1CCN(C(C)=O)CC1 | -7% | -8% | -1% | -4 | -8% | -1 | 21%
COc1ccc(C2C3C(=O)N(N(C)c4ncc(C(F)(F)F)cc4Cl)C(=O)C3ON2C)cc1 (centres undefined) | 7% | 16% | 2% | 1 | 0% | 16 | 93%[activator]
O=C(CSc1ncccc1-c1nc2ccccc2[nH]1)NC1CC1 | 4% | 18% | -6% | 10 | 0% | 15 | 8%
CCOC(=O)NC(=O)CSc1nnc(C2CC2)n1Cc1ccco1 | 15% | -14% | 4% | -1 | -4% | -5 | 9%
N=c1c2c3c(sc2ncn1Nc1ccccc1)CCC3 | 1.7µM* | 2% | 6% | 5 | -2% | -1 | 2.9µM*
CC1CN(C(=S)Nc2ccccc2C(F)(F)F)CC(C)O1 (centres undefined) | -18% | 13% | -7% | 0 | -8% | -11 | 75%[activator]
Cc1ccc(C2=[N+]([O-])C3(CCCCC/C3=N\O)N(O)C2(C)C)o1 (centres undefined) | -4% | -14% | -3% | -1 | -4% | 3 | .
CC(=O)Oc1cccc(N2C(=O)c3ccccc3C2=O)c1 | 11% | 11% | -7% | -2 | -3% | -3 | -9%
Cc1nn(C)c(C)c1NC(=O)COc1ccc(Cl)cc1Br | -7% | 2% | . | . | 3% | . | ?
Cn1cccc1C(=O)NCC1CCCCC1 | ? | -1% | -5% | 12 | 3% | 11 | ?

Quoted at random: 3 records from the list, in no set order.
Structure | Pf growth 48h | AMA1-RON2 inh | LmPK inh | Cycloheximide cs | Tb PYK inh | Shiga inhibitor | Pf growth 96h
Cn1cccc1C(=O)NCC1CCCCC1 | ? | -1% | -5% | 12 | 3% | 11 | ?
CCc1c(C)nc2[nH]nc(-c3ccccc3)n2c1=O | 37%[activator] | 9% | -9% | 15* | -7% | 16 | 17%
Oc1ccc(C[C@@H]2CNCCN2CCc2cccc(F)c2)cc1 | ? | 0% | . | . | -2% | . | 43%[activator]

Screening data (PubChem BioAssay)

An unsorted share of the library. About 21% of those tested had a hit in this group.
